Screening data as filed in PubChem BioAssay.
MEKK2wt PB1 HTS = modulators of MEK5 binding to wildtype MEKK2, primary screen, biochemical, multiplex bead flow cytometry, Alexa488-MEK5; AID 1531, 2009; binding response (% of control), % at 10 µM; hit rate 1.1% among 290,000; Alexa488-MEK5 binding to MEKK2 WT; actives lie on both sides; Mitogen-activated protein kinase kinase kinase 2 (Homo sapiens), Q9Y2U5; in the data active means binding response below about 67% or above about 130%
PfM18AAP inh = PfM18AAP inhibitors, malaria aminopeptidase, primary screen, biochemical, QFRET, recombinant enzyme; hit rate 1.2% among 290,000; inhibition, % at 7.35 µM; M18 aspartyl aminopeptidase (Plasmodium falciparum 3D7); H-Glu-NHMec fluorogenic cleavage;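 active means inhibition above the campaign mean inhibition over all tested compounds plus 3 SD, cut at about 28% in these data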;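 further: 0% = plate median of test compound wells and 100% = 2 mM ZnCl2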
GPR7 antagonist = GPR7 receptor antagonists, primary screen, cell-based, fluorescence, single concentration | GPR7-expressing cells, fluorescence antagonist assay | inhibition, % at 4.4 µM | hit rate 1.1% among 290,000 | AID 1861, 2009; in the data active means inhibition above about 16%, passing the limit was not always enough;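 further: cells stimulated with the agonist NPW; 0% = agonist with vehicle and 100% = vehicle without agonist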
Target sequence (P48145 whole entry, looked up): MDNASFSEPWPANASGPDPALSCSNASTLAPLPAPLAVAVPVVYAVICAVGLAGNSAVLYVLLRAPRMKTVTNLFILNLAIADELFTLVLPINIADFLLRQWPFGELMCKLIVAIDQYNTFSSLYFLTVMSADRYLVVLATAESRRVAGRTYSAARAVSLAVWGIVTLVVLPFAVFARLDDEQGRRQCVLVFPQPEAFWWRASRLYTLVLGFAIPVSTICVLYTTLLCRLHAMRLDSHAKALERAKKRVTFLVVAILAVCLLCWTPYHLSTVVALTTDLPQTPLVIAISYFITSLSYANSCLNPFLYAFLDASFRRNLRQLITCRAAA
V1aR counter = agonists of human V1a receptor, primary screen, counter-screen for OXTR agonist project, fluorescence, CHO-V1R cells; Vasopressin V1a receptor (Homo sapiens), P37288; Fluo-8 calcium fluorescence, agonist mode; 0% DMSO, 100% 3 nM vasopressin; activation, % at 3 µM; hit rate 0.25% among 320,000; AID 2797, 2010;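 active means activation above the mean activation of all tested compounds plus 3 SD, per screening run, cut at about 20% in these data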;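 further: signal is peak over basal fluorescence ratio across a 100 second FLIPR read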
OXTR potentiate = human OXTR potentiators, primary screen, fluorescence, CHO-OTR cells, Fluo-8 calcium. Oxytocin receptor (Homo sapiens), P30559. Fluo-8 calcium fluorescence, potentiator mode; 0% = oxytocin EC15, 100% = EC100. activation, % at 3 µM. hit rate 0.061% among 320,000;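 active means activation above that plate's cutoff, the mean activation of tested compounds plus 3 SD, cut at about 6.6% in these data, passing the limit was not always enough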;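 further: 100% uses oxytocin at 75 nM as the full agonist control; some results filed as inactive read as strong as hits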
Target sequence (P30559 whole entry, looked up): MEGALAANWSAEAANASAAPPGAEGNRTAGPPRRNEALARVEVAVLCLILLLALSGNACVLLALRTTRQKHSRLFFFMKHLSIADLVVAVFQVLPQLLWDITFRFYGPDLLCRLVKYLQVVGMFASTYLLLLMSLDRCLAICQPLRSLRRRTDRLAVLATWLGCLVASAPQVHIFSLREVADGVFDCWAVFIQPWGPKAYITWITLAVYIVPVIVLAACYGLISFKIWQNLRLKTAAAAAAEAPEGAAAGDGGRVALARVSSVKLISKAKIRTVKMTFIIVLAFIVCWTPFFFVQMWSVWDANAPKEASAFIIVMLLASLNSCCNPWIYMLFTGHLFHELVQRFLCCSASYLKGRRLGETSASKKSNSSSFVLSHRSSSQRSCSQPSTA
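Material: human OTR in CHO cells. Compound: 3.0 µM, one dose. Timing: compound 6 min at room temperature before oxytocin, 100 s read. Evaluation: % activation of max/min ratio relative to oxytocin controls. Replication: single well per compound, singlicate. Signal: Fluo-8 calcium dye fluorescence.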
NALP1 yeast inh = NALP1 inflammasome inhibitors in reconstituted yeast, colorimetric, S. cerevisiae, triplicate retest. S. cerevisiae NALP1/ASC/caspase-1 growth, X-gal OD620, 72 h. inhibition, % at 10 µM. hit rate 0.61% among 280,000; in the data active means inhibition mostly above about 24%, no sharp cut-off; inactive means mostly below about 32%; further: some compounds called inactive have numbers as strong as hits
OXTR agonist = human OXTR agonists, primary screen, fluorescence, CHO-OTR cells, Fluo-8 calcium; hit rate 0.32% among 320,000; Oxytocin receptor (Homo sapiens), P30559; Fluo-8 calcium fluorescence; normalized: DMSO 0%, oxytocin 100%; activation, % at 3 µM;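 active means activation above the mean of all tested compounds plus 3 SD, cutoff set per screening run, cut at about 20% in these data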;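 further: peak over basal fluorescence ratio from a 100 s FLIPR kinetic read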
MEKK2 mut-MEK5 = MEK5 binding signal on mutant MEKK2 PB1, primary screen, biochemical, multiplex bead flow cytometry, Alexa488-MEK5; percent response, % at 10 µM; Alexa488-MEK5 binding to MEKK2 mutant; hit rate 0.35% among 290,000; in the data active means percent response above about 24%, passing the limit was not always enough; further: inactives centre near 1; some results filed as inactive read as strong as hits
GalR3 antagonist = GalR3 antagonists in HEK293 cells, primary screen, cell-based, fluorescence readout | Galanin receptor type 3 (Homo sapiens), O60755 | HEK293 GalR3-CNG cAMP membrane potential fluorescence; galR3 body fused to GalR1 C-terminus | inhibition, % at 3 µM | AID 651719, 2012 | hit rate 0.44% among 360,000;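 active means inhibition above the screen-wide average plus 3 SD, cut at about 13% in these data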;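 further: forskolin and galanin both at EC90 stimulate the cells; cAMP rise reported by CNG channel membrane potential dye signal; 0% = forskolin plus galanin with DMSO and 100% = forskolin alone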
Target sequence (O60755 1-299 limits assumed): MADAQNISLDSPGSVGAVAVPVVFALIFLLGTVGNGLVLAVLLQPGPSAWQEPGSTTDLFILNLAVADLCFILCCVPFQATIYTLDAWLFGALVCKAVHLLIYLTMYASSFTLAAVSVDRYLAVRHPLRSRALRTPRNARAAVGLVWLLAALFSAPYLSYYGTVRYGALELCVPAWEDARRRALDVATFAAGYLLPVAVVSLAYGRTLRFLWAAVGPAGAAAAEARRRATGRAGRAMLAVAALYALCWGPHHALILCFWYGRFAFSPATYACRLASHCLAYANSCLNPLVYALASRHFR
Active calls of the source: *; . = not tested or not shown.

The line under a structure holds: MEKK2wt PB1 HTS	PfM18AAP inh	GPR7 antagonist	V1aR counter	OXTR potentiate	NALP1 yeast inh	OXTR agonist	MEKK2 mut-MEK5	GalR3 antagonist
C=C1CCC[C@]2(C)C[C@H]3OC(=O)C(CNC(C)(CO)CO)[C@H]3CC12 (some centres not stated)
 : 101	1	3	-1.0	-7	-3	-1.5	1	-12
CCOC(=O)c1ccc(CNC(=O)Cn2nnc(-c3ccccc3)n2)o1
 : 83	4	3	0.5	-15	6	-1.0	-13	-5
CCCCCNCC(=O)Nc1cc(C(F)(F)F)ccc1OCCOC
 : 105	0	17	2.4	-4	-4	0.1	-4	-8
COc1ccccc1NC(=O)c1cnc(Nc2ccccc2OC)c2ccccc12
 : 97	10	-20	0.4	-7	14	-2.3	0	3
COCc1[nH]nc2c1C(c1ccccc1OC)C(C#N)=C(N)O2 (configuration not stated)
 : 103	.	.	0.3	-1	15	0.2	11	1
CCSc1ncc(C#N)c(N)n1
 : 105	-9	-2	-0.6	1	0	0.2	7	-5
COc1ccc(C(CNc2ccc(S(=O)(=O)N3CCCC3)cc2[N+](=O)[O-])N2CCCC2)cc1 (configuration not stated)
 : 101	-1	11	1.1	-5	23	1.9	-2	-2
COc1ccccc1NC(=O)C1=C(C)NC(=O)NC1c1ccc(C)s1 (configuration not stated)
 : 94	8	-5	0.2	-8	4	-1.5	-7	-4
CS(=O)(=O)N1CCN(C(=O)c2c(F)cccc2F)CC1
 : 94	0	-1	0.7	-4	.	0.8	-1	1
CCN1CNC(=S)N(c2ccccc2C)C1
 : 99	-2	-4	1.1	-5	16	-0.1	-1	-5
CCS(=O)(=O)N1CCN(S(=O)(=O)c2ccc3c(c2)OCCO3)CC1
 : 101	-6	21	2.9	-3	7	0.5	-3	-5
Oc1ccc(Br)cc1-c1cc(-c2ccccc2Cl)[nH]n1
 : 88	-14	-10	-0.1	-26	16	-0.6	-14	1
CC(C)(C)N(NC(=O)Nc1ccc(Cl)c(Cl)c1)C(=O)c1ccccc1
 : 97	3	1	8.3	-27	4	20*	3	-6
Cc1[nH]nc2c1[C@@H](c1ccccc1[N+](=O)[O-])C(C#N)=C(N)O2
 : 104	36*	1	1.9	-12	21	0.0	1	-8
COc1cc(/C=N/Nc2nncn2N)ccc1OCc1c(C)no[n+]1[O-]
 : 92	51*	11	-0.4	-8	10	-0.3	-6	1
O=C(CCC(=O)N1CCN(S(=O)(=O)c2ccc3ccccc3c2)CC1)NCC(F)(F)F
 : 101	-8	-7	0.4	-7	2	-0.5	0	-9
COc1cc(/C=N/NC(=O)c2ccccc2Cl)ccc1Oc1ccc([N+](=O)[O-])cn1
 : 87	-7	16	6.6	-18	10	3.1	-8	-3
Cc1cc([N+](=O)[O-])nn1CCCC(=O)Nc1cccnc1Cl
 : 98	-1	-5	-0.8	-3	-6	0.9	-2	1
Cn1c(=O)n(C)c2cc(NC(=O)c3ccccc3NS(C)(=O)=O)ccc21
 : 96	14	14	0.6	-21	12	-0.5	-3	-7
Cc1nnc(NC(=O)C(C)Sc2nncn2C)s1 (configuration not stated)
 : 103	0	-7	1.0	2	.	0.6	12	.
CCCCCN1CC(=O)N2C(C)c3[nH]c4ccccc4c3C[C@H]2C1=O (some centres not stated)
 : 101	2	-12	-0.4	-4	7	-1.6	5	-8
O=C(c1ccc2c(c1)[nH]c(=S)n1c3ccccc3nc21)N1CCN(c2cccc(Cl)c2)CC1
 : 100	9	-12	0.7	-2	-31	0.3	-2	1
COc1cc(/C=c2\sc3n(c2=O)C(c2ccccc2)C(c2ccccc2)=NN=3)ccc1O (configuration not stated)
 : .	3	-16	1.7	-7	20	0.6	.	-3
Cc1cccnc1NC(=O)C1COc2ccccc2O1 (configuration not stated)
 : 105	0	-9	0.2	-7	2	0.3	5	-4
CCOC(=O)CC12CN3CN(C1)CC(CC(=O)OCC)(C3)C2=O
 : 91	-4	1	1.1	3	37	0.6	-3	-6
COc1ccc(OC)c(-c2csc(NC(=O)c3ccc4c(c3)OCO4)n2)c1
 : 110	5	-6	0.0	-6	10	-1.2	3	-7
O=S(=O)(c1ccc(Br)s1)N1CCN(c2ccccc2)CC1
 : 97	0	4	0.1	-10	23	0.8	1	-3
CCOc1ccc(-c2n[nH]c(=S)c3ccccc23)cc1
 : 95	4	-9	-1.2	-7	-15	-2.2	-3	-9
O=C(CC(=O)c1ccccc1)Nc1cccnc1Cl
 : 98	-24	-6	3.2	1	17	2.2	-2	1
Cn1ncc([N+](=O)[O-])c1C(=O)N1CCOCC1
 : 106	-2	-11	-0.7	-17	-1	0.7	3	-4
O=C(O)c1ccc2c(c1)C1C=CCC1C(c1ccncc1)N2 (configuration not stated)
 : 78	37*	-2	-0.2	4	.	0.1	-23	2
CN1CCc2c(sc(/N=C/c3cc(Cl)ccc3O)c2C#N)C1
 : 108	5	-11	0.9	1	19	0.8	2	1
Cc1ccc(S(=O)(=O)N2[C@@H](c3ccccc3F)C(C(=O)O)=CC[C@H]2c2ccc3c(c2)OCO3)cc1
 : .	.	.	0.7	-19	.	0.6	.	-1
CN(C)/C=C1/Nc2ccccc2C1=O
 : 101	6	7	1.1	-1	8	0.0	1	-2
NC(=O)C1(N2CCCCC2)CCN(c2nc(-c3ccc(Br)cc3)cs2)CC1
 : 113	-1	-3	-0.3	-7	3	2.1	6	-6
O=C(NCC(c1ccco1)N1CCc2ccccc21)C(=O)Nc1ccccc1 (configuration not stated)
 : .	.	.	-0.7	-10	.	-1.0	.	-5
CC(=O)Oc1ccc2ccccc2c1C(NC(=O)Cc1ccccc1)c1ccccc1 (configuration not stated)
 : 100	-5	-1	0.4	-9	43	-0.3	8	-8
COc1ccccc1NC(=O)CSCc1nc2ccccc2[nH]1
 : 91	-2	-7	0.1	0	27	0.4	-2	-9
CC(=O)c1cccc(NS(=O)(=O)c2c(C)n[nH]c2C)c1
 : 95	2	-5	-0.2	-3	17	-0.5	-14	-2
CC(C)N(C(=O)Cn1cc(SCC(=O)NCC2CCCO2)c2ccccc21)C(C)C (configuration not stated)
 : 100	-1	-5	-0.1	-1	-75	1.0	-7	-2

Record cards, from the list above. Order of values: MEKK2wt PB1 HTS, PfM18AAP inh, GPR7 antagonist, V1aR counter, OXTR potentiate, NALP1 yeast inh, OXTR agonist, MEKK2 mut-MEK5, GalR3 antagonist
CCCCCNCC(=O)Nc1cc(C(F)(F)F)ccc1OCCOC is listed as 105, 0, 17, 2.4, -4, -4, 0.1, -4, -8
Cc1ccc(S(=O)(=O)N2[C@@H](c3ccccc3F)C(C(=O)O)=CC[C@H]2c2ccc3c(c2)OCO3)cc1 is listed as ., ., ., 0.7, -19, ., 0.6, ., -1

Other compounds
The line under a structure holds: MEKK2wt PB1 HTS	PfM18AAP inh	GPR7 antagonist	V1aR counter	OXTR potentiate	NALP1 yeast inh	OXTR agonist	MEKK2 mut-MEK5	GalR3 antagonist
O=C(COC(=O)c1cc(=O)[nH]c2ccccc12)NC(=O)NC1CCCCC1
 : 106	-1	-6	-0.8	-1	23	1.4	9	-1
Cn1c(CCN2CCCCC2)nc2cc(NC(=O)COc3ccc(Cl)cc3)ccc21
 : 114	-4	1	0.8	-6	16	0.7	4	-9
CN1CCN(C2=NC3(CCCC3)C(C#N)C(=O)N2)CC1 (configuration not stated)
 : 104	1	7	1.0	-3	-2	0.6	-2	-3
NC(=O)CC(NC(=O)Cc1cccc2ccccc12)c1ccc(NCCCN2CCCC2=O)c([N+](=O)[O-])c1 (configuration not stated)
 : 102	2	-5	-0.7	-11	15	-0.6	-5	-5
C[C@@H]1[C@H]2[C@@H](O[C@@H]3O[C@H](CO)[C@@H](O)[C@H](O)[C@H]3O)OC=C(C(=O)O)[C@H]2C[C@@H]1O
 : .	.	.	1.0	-4	.	1.0	.	-7
CCOc1cc(N2CCOCC2)c(OCC)cc1NC(=O)COC(=O)C1CCCN1S(=O)(=O)c1ccccc1F (configuration not stated)
 : .	.	.	0.3	-3	.	0.5	.	-3
COc1cc(/C=N/n2nnnc2N)ccc1OCC(N)=O
 : 101	-1	3	1.4	-7	22	2.0	0	.
O=C(NNC1=NCCN1Cc1ccccc1)c1cccc(C(F)(F)F)c1
 : 128	-14	0	1.1	-13	18	-0.4	25	-2
Cc1ccc(C)c(N2CCN(CCCNC(=O)Cn3cc4c(n3)CCCCC4)CC2)c1
 : .	-6	8	10	-14	20	12	.	-3
Cc1nn(C)cc1C(C)NC(=O)c1cc(COc2cccc3cnccc23)on1 (configuration not stated)
 : 96	1	-6	11	-9	22	5.2	2	-4
O=C(CN1C(=O)NC2(CCCC2)C1=O)OCCOc1ccccc1Cl
 : .	.	.	-0.6	-6	.	-0.8	.	-5
CCOC(=O)C(C)Sc1nc(C2CC2)cc(C(F)(F)F)c1C#N (configuration not stated)
 : 101	2	-3	-1.0	-14	0	-1.7	-2	-2
COCCCN(C(=O)Cn1ncc2c(=O)oc3ccc(C)cc3c21)C(C)c1ccncc1 (configuration not stated)
 : 105	-11	-5	-0.3	-8	4	-1.2	12	.
CCCCCCn1c(=O)[nH]c2nc3cc(N)c(C)cc3nc2c1=O
 : 102	12	-5	.	.	4	.	1	-2
Cc1nc2ccccc2c2oc(C(=O)NCC3COc4ccccc4O3)cc12 (configuration not stated)
 : 95	2	-5	7.8	-8	17	6.6	1	2
Cc1ccccc1S(=O)(=O)Oc1ccccc1C(=O)Oc1ccccc1
 : .	-1	-4	1.2	-21	-8	-1.1	.	-1
COC(=O)c1cc(C(=O)Nc2ccc(C)cn2)cc([N+](=O)[O-])c1
 : 102	2	6	-0.5	-11	30	-2.2	2	-5
CCC(CC)NC(=O)c1cccc(NC(=O)C(C)C)c1
 : 95	-1	-1	0.0	-8	23	0.1	-3	-7
Cc1cc(Br)ccc1NC(=O)CSCc1c(C)noc1C
 : .	.	.	4.2	-10	.	7.1	.	-10
CCCS(=O)(=O)c1c(S(=O)(=O)CCC)c2ccc(C(N)=O)cn2c1C(=O)c1ccc(OC)cc1
 : 102	0	-2	-0.3	-3	11	0.0	-1	-5
Cc1cc(C)nc(/N=C(\N)N2CCCCC2)n1
 : 89	-6	5	2.0	-7	4	0.0	-4	-2
COc1cc(OC)cc(N(C(=O)CNC(=O)c2cccs2)C(C(=O)NCC2CCCO2)c2ccc(OC)c(OC)c2)c1 (configuration not stated)
 : 103	-7	-10	0.7	-9	13	0.5	-1	-6
COc1ccc(C2=C/C(=C\c3ccc(OC(C)=O)cc3)C(=O)O2)cc1
 : 104	12	-6	-0.4	-16	16	1.1	1	-1
COc1cc(F)c(C2=CC(=O)C[C@H](c3ccc(F)cc3)C2)cc1F
 : .	.	.	0.2	-5	.	-0.7	.	-8
COc1cc(/C=N/NC(=O)CCC(=O)Nc2ccc(F)cc2)ccc1O
 : 98	4	8	1.1	-6	-11	0.4	4	-7
